# Abeta yeast res – compounds reversing amyloid beta toxicity in yeast. 410,000 tested, 0.063% active. yeast expressing A-beta42, growth rescue, OD600, 48 h; response scale: 0% DMSO, 100% iron-clioquinol control. Potency, µM (doses to about 46.1 µM), without a hit: at the highest dose growth rescue, hits mostly activators; also: potency is read from the fitted curve at half-maximal effect; nearly all actives have a fitted effect of over 55% in size
#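 Growth rescue measured by 600 nm absorbance after 48 h yeast culture at 30 C with compound. Values normalized between DMSO and an equimolar ferric chloride plus clioquinol control.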
# aSyn yeast inh – rescues yeast growth from alpha-synuclein toxicity. Yeast expressing alpha-synuclein, growth rescue, BacTiter-Glo, 24 h. Potency, µM (doses to about 46.1 µM), for inactives: at the highest dose growth rescue (activation), usual class: activators. 370,000 tested, 0.14% active. AID 652106; also: potency is read from the fitted curve at half-maximal effect; % of control where 0% means no effect; nearly all actives have a fitted effect of over 65% in size
#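 Readout is rescue of growth in alpha-synuclein-expressing yeast, so inhibitors of toxicity appear as activators. Growth after 24 hr at 30 deg C in galactose medium is quantified by luminescence.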
# D3 antag – D3 dopamine receptor (human) antagonism | D3R cells, DiscoveRx beta-arrestin luminescence, antagonist mode; stronger effect = lower value | max response, negative = inhibition, % | 360,000 tested, 2.5% active | AID 652054; in the data active = max response below about -50%; inconclusive = no clear call, values can overlap the other calls; also: % is scaled to controls: 0 for no effect and ±100 for the full control effect; mostly tested at two doses, the higher about 12 µM
#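 Cells expressing the human receptor were seeded at 1500 cells/well, incubated overnight at 37 degrees C in 5% CO2, then exposed to library compounds with dopamine controls for 90 minutes at 37 degrees C before luminescent detection.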
# TDP43 rescue – rescues yeast growth from TDP-43 toxicity. TDP-43 expressing yeast growth rescue, BacTiter-Glo, 24 h. Potency, µM (doses to about 46.1 µM), for inactives: at the top dose growth rescue (activation), most hits filed as activators. 410,000 tested, 1.8% active. AID 652104; also: potency is read from the fitted curve at half-maximal effect; % of control where 0% means no effect; nearly all actives have a fitted effect of over 50% in size
#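 In this qHTS, compounds that restore growth of yeast expressing TDP-43 appear as activators. Cells (OD600=0.02, galactose medium, raffinose-pregrown) are incubated with compound 24 hr at 30 deg C and growth is quantified by BacTiter-Glo.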
# DRD3 agonist – agonists of human D3 dopamine receptor; P35462; D3R DiscoveRx beta-arrestin cells, luminescence, 90 min; max activation, %; 410,000 tested, 0.58% active; AID 652048; in the data active = max activation above about 30%; also: 0% is about no effect; mostly tested at two doses, the higher about 12 µM
#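 Agonist-mode cell screen: cells plated at 1500/well and incubated overnight at 37 °C, then exposed to library compounds for 90 min at 37 °C. Detection reagent was added for 30–60 min at room temperature, and luminescence was read.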
# EPAC2 antag – EPAC2 (human) antagonism | Potency, µM (titrated, usually from 114 µM), for the others: at the top dose activity, negative = inhibition, actives largely listed as inhibitors | Q8WZA2 | EPAC2 GEF exchange of Rap1B-BODIPY-GDP, fluorescence | 360,000 tested, 0.18% active; also: potency is read from the fitted curve at half-maximal effect; % is scaled to controls: 0 for no effect and ±100 for the full control effect; nearly all actives have a fitted effect of over 45% in size; many of its hits are not listed in these tables
# Target sequence (Q8WZA2 whole entry, looked up): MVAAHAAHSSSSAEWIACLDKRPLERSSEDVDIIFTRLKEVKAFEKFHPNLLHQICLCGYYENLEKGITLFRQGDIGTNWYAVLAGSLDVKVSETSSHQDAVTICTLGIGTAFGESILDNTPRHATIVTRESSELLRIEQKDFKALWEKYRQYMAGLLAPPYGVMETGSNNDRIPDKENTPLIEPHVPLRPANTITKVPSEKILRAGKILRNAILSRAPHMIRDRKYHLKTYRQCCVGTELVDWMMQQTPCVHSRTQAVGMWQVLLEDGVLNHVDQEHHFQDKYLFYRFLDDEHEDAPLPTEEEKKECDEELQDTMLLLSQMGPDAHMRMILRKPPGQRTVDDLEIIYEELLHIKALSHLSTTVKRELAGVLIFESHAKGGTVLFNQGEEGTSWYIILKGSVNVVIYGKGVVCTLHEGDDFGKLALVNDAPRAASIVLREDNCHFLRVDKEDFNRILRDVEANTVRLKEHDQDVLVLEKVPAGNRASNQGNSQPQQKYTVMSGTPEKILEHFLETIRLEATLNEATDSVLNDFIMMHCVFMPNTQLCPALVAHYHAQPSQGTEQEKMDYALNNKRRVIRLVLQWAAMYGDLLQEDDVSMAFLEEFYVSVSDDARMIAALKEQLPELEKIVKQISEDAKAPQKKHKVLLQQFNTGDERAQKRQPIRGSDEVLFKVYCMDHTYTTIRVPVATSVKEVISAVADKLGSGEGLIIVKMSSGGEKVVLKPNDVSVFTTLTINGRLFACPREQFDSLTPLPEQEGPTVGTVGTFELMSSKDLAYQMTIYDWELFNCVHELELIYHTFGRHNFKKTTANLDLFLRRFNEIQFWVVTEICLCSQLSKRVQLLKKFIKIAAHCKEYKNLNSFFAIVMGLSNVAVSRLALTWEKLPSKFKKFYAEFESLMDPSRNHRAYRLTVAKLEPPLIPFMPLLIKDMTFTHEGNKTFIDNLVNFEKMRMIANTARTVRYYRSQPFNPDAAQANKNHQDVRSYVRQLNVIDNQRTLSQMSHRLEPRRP
# FUS yeast rescue – rescues growth of FUS-expressing yeast | Potency, µM (top dose mostly 76.6 µM), inactives show top-dose growth rescue (activation), actives largely listed as activators | S. cerevisiae FUS-expressing, growth rescue, OD600, 24 h | 390,000 tested, 0.24% active;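 also: potency is read from the fitted curve at half-maximal effect; plate controls were DMSO vehicle for no effect and reference control for full effect; nearly all actives have a fitted effect of over 55% in size; some results filed as inactive show a strong effect at the top dose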
#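 Yeast expressing FUS under galactose induction, OD 0.005 in 2% galactose medium; compounds in a dilution series, 24 h at 30C. Growth rescue by absorbance at 600 nm; CP55940 positive control, DMSO negative.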
# EPAC2 agonist – EPAC2 (human) agonism | Q8WZA2 | EPAC2 activation, biochemical qHTS; response scale: 100% = 6.5 mM cAMP response | Potency, µM (titrated, usually from 154 µM), inactives show at the top dose activation, usual class: activators | 360,000 tested, 0.079% active; also: potency is read from the fitted curve at half-maximal effect; nearly all actives have a fitted effect of over 50% in size
#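 qHTS, titration series. 100 nM EPAC2 / 250 nM Rap1B-BODIPY-GDP / 50 uM GDP; RT; ex 480/em 540 nm, 5-min reads to 30 min. Norm. to 6.5 mM cAMP = activation.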
# * = called active by the depositor; u = inconclusive; x = not tested or not shown; & = joins results of further samples; [ ] = dose if it differs, or a comment. Unless noted, calls follow the shape of the dose curve; as a rule, active = well fitted curve in the direction sought with a large enough effect; inconclusive = small, poorly fitted or top-dose-only effect, or another doubt; inactive = no such curve, though single readings can be large; an effect the other way counts as inactive or inconclusive.
SMILES,Abeta yeast res,aSyn yeast inh,D3 antag,TDP43 rescue,DRD3 agonist,EPAC2 antag,FUS yeast rescue,EPAC2 agonist
O=C(Nc1nc(-c2cc3ccccc3oc2=O)cs1)c1ccc(Br)o1,3.3%,0.1%,-21.3,u,-2.9,10.2%,3.9%,10.9%
Cc1nc2ccccc2c(C(=O)O)c1-c1ccccn1,8.0%,4.7%,1.2,0.5%,-2.5,-10.1%,4.2%,2.2%
COc1ccc(S(=O)(=O)N2CCOC2CNC(=O)C(=O)NCCc2ccccc2OC)cc1C (stereo not given),29.3%,-0.7%,8.2,12.3%,-2.1,-16.4%,u,1.7%
CCOC(=O)C1=C(COC(=O)c2ccc(Br)o2)NC(=O)NC1C (stereo not given),12.2%,-0.4%,8.0,-8.4%,3.4,8.3%,5.9%,-1.4%
O=C1NC(=O)C(Cc2cccc(Oc3ccccc3)c2)S1 (stereo not given),-17.0%,-5.1%,9.8,u,0.1,-25.3%,7.3%,6.2%
C=CCC1(CC=C)CCCN1C(=O)CC1C(=O)NCCN1Cc1ccccc1OC (stereo not given),-20.4%,0.7%,3.1,-20.2%,-15.3,-17.7%,10.6%,1.5%
CCSC1=NC(C)(C)C=C(C)N1,4.6%,0.2%,-4.2,-4.4%,-3.5,12.1%,29.2%,17.9%
CCOC(=O)C1CCN(C(=O)CCc2ccc(S(=O)(=O)NC(C)C)cc2)CC1,14.0%,-2.5%,-18.7,-4.3%,2.7,0.5%,9.3%,9.5%
CC1(C)CCCC2=C1CC1C(=O)N(O)C(=O)C1C2 (stereo not given),16.9%,5.5%,-1.8,3.2%,2.0,4.6%,-3.0%,9.5%
Cc1ccsc1-c1nc(CSCC(=O)NCCN2CCCC2)c(C)o1,-2.0%,x,18.8,-22.4%,-5.4,-3.3%,10.1%,4.0%
CC1CCN(CCCCOc2ccccc2[N+](=O)[O-])CC1,-27.3%,0.8%,-82.6*,-18.0%,-21.6,11.9%,20.9%,3.7%
CC(C)c1cnc2c(c1SCc1cccc(C(F)(F)F)c1)c(=O)n(C)c(=O)n2C,-7.7%,x,x,16.0%,10.3,x,-6.3%,x
CS(=O)(=O)N1CCN(c2ccc(NC(=O)COc3ccccc3[N+](=O)[O-])cc2)CC1,4.3%,-3.3%,0.8,u,-8.7,13.2%,23.4%,12.5%
CC1CCCC/C1=N\NS(=O)(=O)c1ccc(Br)cc1 (stereo not given),2.4%,2.1%,1.7,15.8%,-1.0,0.8%,14.2%,-5.6%
CCCCN(CC)CCNC(=O)Cn1cnc2sc(C)c(S(=O)(=O)N3CCOCC3)c2c1=O,12.2%,-0.6%,7.8,1.2%,12.9,4.1%,-3.6%,-0.3%
COc1ccccc1C(C(=O)NCc1ccccc1)N(C(=O)c1csnn1)C1CC1 (stereo not given),-16.9%,-1.5%,11.5,2.9%,-14.5,-7.1%,10.5%,-1.4%
Cc1cccn2c(=O)c(/C=C(\C#N)C(=O)NCc3ccco3)c(N3CCCC(C)C3)nc12 (stereo not given),-3.1%,8.1%,10.3,-14.7%,11.7,u,x,-9.0%
CCc1ccc(NC(=O)c2ccc3c(c2)C(=O)N(Cc2ccco2)C3=O)cc1,13.2%,-4.8%,60.7,18.7%,3.1,-1.9%,-2.6%,-5.9%
CCOc1ccc(S(=O)(=O)N(CC(=O)Nc2cc(C)on2)Cc2ccccc2Cl)cc1,14.9%,16.6%,9.0,-8.4%,-0.8,-3.7%,3.4%,19.6%
CC1(c2nc3ccccc3[nH]2)CCC(=O)N1Cc1ccccn1 (stereo not given),-6.2%,-0.6%,10.2,19.6%,4.1,1.6%,-14.6%,2.0%

# Overlap with the part before: 2 entries, followed by the next part.
SMILES,Abeta yeast res,aSyn yeast inh,D3 antag,TDP43 rescue,DRD3 agonist,EPAC2 antag,FUS yeast rescue,EPAC2 agonist
CCOc1ccc(S(=O)(=O)N(CC(=O)Nc2cc(C)on2)Cc2ccccc2Cl)cc1,14.9%,16.6%,9.0,-8.4%,-0.8,-3.7%,3.4%,19.6%
CC1(c2nc3ccccc3[nH]2)CCC(=O)N1Cc1ccccn1 (stereo not given),-6.2%,-0.6%,10.2,19.6%,4.1,1.6%,-14.6%,2.0%
Cc1cc(C)cc(OCC(=O)Nc2ccccc2C(=O)NCc2ccco2)c1,8.6%,2.5%,33.9,u,4.6,1.9%,u,3.6%
CCCCSCCCNC(=O)Nc1ccc(CC)cc1,7.8%,-10.8%,-10.9,u,0.0,-6.9%,-1.9%,-4.2%
CN(C)C(=S)c1ccccc1,0.8%,-1.9%,-5.9,18.4%,1.8,12.3%,-3.1%,2.4%
Nn1c(Cc2cccc3ccccc23)nnc1SCC(=O)N1CC(=O)Nc2ccccc21,0.1%,-7.8%,-11.7,-10.7%,3.6,0.0%,10.9%,11.9%[15.6 µM]
Cc1ccnc(Nc2nc3ccccc3s2)n1,-8.4%,-4.2%,2.6,1.5%,-6.9,3.8%,8.6%,0.6%
C=CCNC(=O)/C(=C/c1ccco1)NC(=O)c1ccc(Br)o1,12.5%,7.0%,17.2,16.7%,0.6,1.5%,14.9%,8.7%
O=C(NCc1ccccn1)c1ccc(S(=O)(=O)Nc2ccccc2F)cc1,-3.5%,-2.3%,1.4,-9.4%,-7.1,-3.7%,2.8%,-3.4%
CCCCn1c(Cc2ccccc2)nnc1SCC(=O)N1CCOCC1,0.5%,-3.9%,-14.2,3.9%,-2.5,1.9%,23.2%,-4.1%
CS(=O)(=O)c1ccc(NS(=O)(=O)c2ccc3ccccc3c2)cc1,-4.9%,-7.9%,-8.4,-23.0%,8.3,-0.6%,18.5%,-4.2%
CCn1ncc(/C=N/NC(=O)c2ccc3c(c2)OCO3)c1C,13.3%,2.1%,-7.9,2.7%,-1.0,1.1%,17.2%,-9.9%
O=C(O)CCCC(=O)Nc1ccccc1Br,0.4%,1.5%,11.2,6.7%,1.4,0.7%,-29.9%,1.8%
CCc1cc(C(=O)Cc2ccc(F)cc2)c(O)cc1O,-20.9%,8.3%,7.2,12.6µM*,2.5,-21.3%,-5.9%,-3.0%
O=C(OCCCN1CCCCC1)c1ccc(O)cc1,19.3%,-0.6%,11.8,25.9%,-19.6,9.2%,9.1%,2.5%
Cc1cccc(COC(=O)Nc2ccc(NC(=O)c3ccccc3Cl)cc2)c1,3.9%,1.3%,25.7,21.7%,-6.2,0.0%,-24.1%,-2.0%
CS(=O)(=O)N(Cc1ccc(Cl)cc1)c1ccc(C(=O)NCCSCc2ccco2)cc1,7.4%,x,23.4,-4.3%,0.5,-6.9%,5.1%,3.8%
Cc1[nH]c2ccccc2c1C(c1ccncc1)N1CCN(c2ccc(F)cc2)CC1 (stereo not given),-0.8%,-13.3%,u,-1.7%,-7.8,-7.3%,x,6.8%
COc1ccc(CNC(=O)c2cc(Nc3ccccc3C)nc3ccccc23)cc1,-15.0%,x,x,10.2%,-9.5,x,-10.2%,x
CN1CCCN(S(=O)(=O)c2ccc3c(c2)OCCO3)CC1,-2.7%,-3.6%&-0.1%,10.8,2.9%,-3.0,5.0%,19.2%,-0.5%
COc1ccc(N2CCN(C(=O)Nc3ccc(S(=O)(=O)N(C)C)cc3)CC2)cc1,20.8%,-3.9%,-11.6,4.5%,-8.7,-3.5%,21.0%,6.7%
Cc1csc(NC(=O)c2cccs2)n1,2.2%,2.9%,9.8,0.9%,0.0,8.1%,-9.0%,1.8%
N#Cc1c2n(c3c(=O)n(Cc4ccccc4Cl)cnc13)CCCCC2,-36.3%,-11.0%,u,-18.4%,-10.7,-3.6%,-4.3%,-2.9%
CCOCc1cc(CN2CCN(c3cccc(Cl)c3)CC2)c(O)c2ncccc12,u,x,x,0.0%,-18.2,x,23.5%,x
COc1ccc(CN2CCNC(=O)C2CC(=O)NC2CCCCCC2)c(F)c1 (stereo not given),-7.5%,-1.0%,-69.2*,-10.2%,-25.0,-4.7%,x,-0.1%
Cc1nc(N2CCN(c3ccccn3)CC2)c2c(C)c(C(=O)Nc3ccc(F)cc3)sc2n1,-4.2%,-5.8%,20.5,4.1%,-1.1,-1.9%,23.6%,17.6%
CCOc1ncccc1C(=O)OCC(=O)NC1CCCCCC1,-9.1%,2.5%,8.1,2.1%,8.7,-4.5%,-13.1%,1.6%
C=C1CCC[C@]2(C)C[C@H]3OC(=O)C(CN4CCCCC4CO)[C@H]3CC12 (stereo not given in full),-4.9%,-14.6%,u,12.6µM*,-2.2,1.9%,5.7%,9.5%
C=C(C)CN(CC)Cc1c(C(=O)N(C)CCCC)nc2ccccn12,-9.4%,-3.4%,-3.4,-15.8%,-0.4,-1.3%,0.9%,1.3%
Cc1ccc(-c2nn(-c3ccccc3)cc2CN(C)C(=O)CCC(=O)O)cc1C,5.3%,0.9%,7.1,-3.5%,10.0,-3.4%,8.4%,-2.6%
Cc1ccc(C2=CC(C)(c3ccc(C)cc3)Nc3nc(C(F)(F)F)nn32)cc1 (stereo not given),u,-1.1%,-11.4,u,4.8,-14.2%,25.6%,0.9%
CCCCn1ccc(=O)c2c(C(F)(F)F)nccc21,-0.7%,-5.7%,41.5,1.8%,11.6,3.8%,-7.1%,13.5%
Cc1nc(Nc2ccccc2F)c2nnn(Cc3ccccc3Cl)c2n1,1.1%,1.8%,u,14.0%,0.7,12.2%,8.5%,-0.8%
Cc1onc(-c2c(Cl)cccc2Cl)c1-c1nnc(-c2ccc(Cl)cc2)o1,-13.5%,3.6%,-28.6,-12.7%,-20.5,-1.1%,-20.8%,19.7%
Cc1ccc(N2C(=O)CS(=O)C(c3ccccc3)C2=O)cc1C (stereo not given),-15.2%,-7.8%,8.9,-12.8%[9.22 µM],-5.9,u,19.5%,-1.5%
CC(=O)Nc1ccc(NC(=S)NC(=O)/C=C/c2ccco2)cc1,3.0%,-3.9%,-19.4,-22.5%[1.82 µM],-2.0,1.1%,u,-5.4%
Cc1cccc(-n2nc3c(c2NC(=O)C(C)C)CSC3)c1,x,1.9%,0.8,12.7%,4.5,1.0%,u,4.1%
CCOC(=O)c1c(C)[nH]c(C)c1C(=O)CSc1nnc(-c2ccc(OC(F)F)cc2)o1,u,-10.2%,0.3,-2.9%,7.0,-4.1%,8.0%,-5.6%

# These rows are one share of the data (hit frequency here may not be typical).
